Source: PubChem BioAssay (National Center for Advancing Translational Sciences (NCATS))
aSyn yeast inh = qHTS of alpha-syn Inhibitors; Yeast expressing alpha-synuclein, growth rescue, BacTiter-Glo, 24 h; Potency, µM (doses to about 46.1 µM), for inactives: top-dose growth rescue (activation), usual class: activators; actives 0.14% (n = 370,000); AID 652106, 2013; also: potency is read from the fitted curve at half-maximal effect; % of control where 0% means no effect; nearly all actives have a fitted effect of over 65% in size
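Screening used galactose-induced yeast with toxic alpha-synuclein levels, exposed to compound for 24 hr at 30 deg C. Cell growth, read with BacTiter-Glo luminescence, gave the measured signal.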
KB-V1 MDR tox = qHTS assay for MDR1-selective chemotherapeutics: Primary screen using the drug-selected MDR subline cells KB-V1; KB-V1 MDR cells viability, CellTiter-Glo, 72 h; Potency, µM (top dose mostly 46.1 µM), inactives show at the top dose activity change, negative = cytotoxicity, hits mostly cytotoxic; actives 3.4% (n = 400,000); AID 1347076, 2019; also: potency is read from the fitted curve at half-maximal effect; % is scaled to controls: 0 for no effect and ±100 for the full control effect; nearly all actives have a fitted effect of over 60% in size
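Drug-selected KB-V1 cells, grown in DMEM lacking phenol red with 10% FBS, receive compound titrations; after three days at 37 degrees C, surviving cell ATP is quantified by CellTiter-Glo luminescence and responses normalized and curve-fitted.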
GLP1R ag = qHTS of GLP-1 Receptor Agonists; HEK293 GLP-1R CRE-luciferase, luminescence, 4-6 h; cells express a hypersensitive GLP-1R form; actives 0.007% (n = 380,000); Potency, µM (series often up to 45.6 µM), without a hit: at the highest dose activation, most hits filed as activators; also: potency is read from the fitted curve at half-maximal effect; % of control where 0% means no effect
Target sequence (P43220 whole entry, looked up): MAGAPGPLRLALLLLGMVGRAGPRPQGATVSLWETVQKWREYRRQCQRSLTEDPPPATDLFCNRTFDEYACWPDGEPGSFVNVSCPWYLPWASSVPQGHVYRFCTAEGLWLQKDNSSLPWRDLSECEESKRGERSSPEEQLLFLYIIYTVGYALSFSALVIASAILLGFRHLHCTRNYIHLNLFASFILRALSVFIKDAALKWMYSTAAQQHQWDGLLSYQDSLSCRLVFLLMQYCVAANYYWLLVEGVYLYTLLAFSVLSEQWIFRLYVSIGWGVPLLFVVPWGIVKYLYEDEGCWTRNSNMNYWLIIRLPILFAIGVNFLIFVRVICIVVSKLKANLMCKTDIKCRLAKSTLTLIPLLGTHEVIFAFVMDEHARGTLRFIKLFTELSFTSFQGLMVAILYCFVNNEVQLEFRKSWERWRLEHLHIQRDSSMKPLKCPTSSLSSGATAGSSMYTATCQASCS
GLP-1R inv ag = qHTS of GLP-1 Receptor Inverse Agonists (Inhibition Mode) | Glucagon-like peptide 1 receptor (Homo sapiens), P43220 | HEK293 GLP-1R CRE-luciferase, luminescence, 24 h; GLP-1R form is constitutively active | actives 1.6% (n = 410,000) | AID 624417, 2012 | Potency, µM (highest dose often 38.3 µM), without a hit: at the highest dose activity change, negative = inhibition, most hits filed as inhibitors; also: potency is read from the fitted curve at half-maximal effect; % is scaled to controls: 0 for no effect and ±100 for the full control effect; nearly all actives have a fitted effect of over 55% in size
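Using stably transfected HEK293 (constitutively active GLP-1R, cAMP-luciferase reporter), compounds were incubated 24 hr and luciferase measured by luminescence.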
PTHR1 ag = qHTS for PTHR1 Agonists: Primary Screen; AID 743266, 2014; HEK293 GP2 PTHR1 cells, GloSensor cAMP luminescence, 1 h; Potency, µM (series often up to 115 µM), without a hit: at the top dose activation, most hits filed as activators; actives 0.075% (n = 410,000); also: potency is read from the fitted curve at half-maximal effect; nearly all actives have a fitted effect of over 55% in size; some results filed as inactive show a strong effect at the top dose; inactives centre near -15; many of its hits are not listed in these tables
Target sequence (Q03431 whole entry, looked up): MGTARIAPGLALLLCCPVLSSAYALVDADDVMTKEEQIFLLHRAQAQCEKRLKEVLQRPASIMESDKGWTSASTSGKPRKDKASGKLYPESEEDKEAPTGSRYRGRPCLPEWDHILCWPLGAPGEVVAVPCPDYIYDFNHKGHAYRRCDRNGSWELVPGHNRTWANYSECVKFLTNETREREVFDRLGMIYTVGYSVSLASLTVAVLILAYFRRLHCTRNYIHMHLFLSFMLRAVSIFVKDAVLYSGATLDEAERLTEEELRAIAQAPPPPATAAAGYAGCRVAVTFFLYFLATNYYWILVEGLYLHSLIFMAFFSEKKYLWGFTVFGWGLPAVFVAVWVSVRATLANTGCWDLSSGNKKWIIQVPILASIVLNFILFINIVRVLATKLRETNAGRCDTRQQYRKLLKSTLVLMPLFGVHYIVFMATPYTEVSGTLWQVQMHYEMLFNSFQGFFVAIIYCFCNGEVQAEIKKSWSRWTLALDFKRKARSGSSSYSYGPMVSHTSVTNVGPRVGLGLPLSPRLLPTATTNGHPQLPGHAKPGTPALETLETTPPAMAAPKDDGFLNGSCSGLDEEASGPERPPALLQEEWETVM
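HEK-293-derived GP2 cells expressing PTHR1 and a GloSensor cAMP reporter, 3,000/well, plated overnight, given luciferin plus IBMX (each 0.5 mM as added) for 1 h at 37 °C, then compound for 1 h at 37 °C. Luminescence was read after 15 min at room temperature.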
D3 antag = qHTS of D3 Dopamine Receptor Antagonist: qHTS. D3R cells, DiscoveRx beta-arrestin luminescence, antagonist mode; stronger effect = lower value. actives 2.5% (n = 360,000). D(3) dopamine receptor (Homo sapiens), P35462. max response, negative = inhibition, %; in the data active = max response below about -50%; inconclusive = no clear call, values can overlap the other calls; also: % is scaled to controls: 0 for no effect and ±100 for the full control effect; mostly tested at two doses, the higher about 12 µM
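Cells plated overnight at 1500 cells/well, then exposed to library compounds with dopamine controls for 90 minutes at 37 degrees C. DiscoveRx reagent added for 30–60 minutes at room temperature; luminescence read, quantitative HTS format.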
HEK293 tox = qHTS of GLP-1 Receptor Inverse Agonists: Cytotox Screen | HEK293 cAMP-luciferase reporter cells, luminescence, 24 h | Potency, µM (titrated, usually from 38.3 µM), inactives show at the top dose activity change, negative = inhibition, hits mostly inhibitors | actives 0.13% (n = 410,000);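 also: loss of luciferase light is scored as toxicity; potency is read from the fitted curve at half-maximal effect; % is scaled to controls: 0 for no effect and ±100 for the full control effect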
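MLSMR compounds, 24 hr on cells at 37 deg C/5% CO2; luminescence after luciferase reagent (12 min RT). Inhibition counted as the undesired cytotoxic outcome.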
DRD3 agonist = qHTS of D3 Dopamine Receptor Agonist: qHTS; D3R DiscoveRx beta-arrestin cells, luminescence, 90 min; max activation, %; actives 0.58% (n = 410,000); in the data active = max activation above about 30%; also: 0% is about no effect; mostly tested at two doses, the higher about 12 µM
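Agonist mode: compounds and dopamine controls were applied to plated cells for 90 min at 37 degrees C after an overnight attachment at 1500 cells/well. Luminescent read-out followed 30 - 60 minutes at room temperature with DiscoveRx detection reagent.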
TDP-43 yeast inh = qHTS of TDP-43 Inhibitors | TDP-43 expressing yeast growth rescue, BacTiter-Glo, 24 h | Potency, µM (titrated, usually from 46.1 µM), inactives show top-dose growth rescue (activation), hits mostly activators | actives 1.8% (n = 410,000) | AID 652104, 2013; also: potency is read from the fitted curve at half-maximal effect; % of control where 0% means no effect; nearly all actives have a fitted effect of over 50% in size
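Cell-based yeast growth screen: TDP-43 expression induced in galactose, inoculum OD600=0.02 after raffinose pregrowth to mid-log. Read-out BacTiter-Glo luminescence at 24 hr, 30 deg C; inhibition of toxicity seen as signal increase.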
* hit, by the source's call; i = inactive; ? = inconclusive; · = no result given; [ ] = another dose, or the depositor's remark. Unless noted, calls follow the shape of the dose curve; as a rule, active = well fitted curve in the direction sought with a large enough effect; inconclusive = small, poorly fitted or top-dose-only effect, or another doubt; inactive = no such curve, though single readings can be large; an effect the other way counts as inactive or inconclusive. This is a subset; the hit share may differ from the screen's.

SMILES | aSyn yeast inh | KB-V1 MDR tox | GLP1R ag | GLP-1R inv ag | PTHR1 ag | D3 antag | HEK293 tox | DRD3 agonist | TDP-43 yeast inh
CCc1ccccc1NC(=O)N1CCN(C(=O)c2nsc3ccccc23)CC1 | · | -9% | · | 2% | i | · | 3% | -3 | 21%
O=S(=O)(c1ccc(F)c(F)c1)N1CCN(CCc2ccccc2)CC1 | -21% | -24% | -6% | ? | -8% | -22 | 1% | 5 | -12%
O=c1cc(O)c2ccccc2[nH]1 | -7% | ? | 1% | 11% | i | -25 | 17% | 13 | -21%
COc1ccc(C2CC(=O)C3=C(C2)Nc2ccccc2N(C(=O)CCC(=O)O)C3c2ccc(F)cc2)cc1 (stereo not given) | 5% | 15% | -3% | -5% | -20% | 3 | -1% | -16 | -17%
COc1ccc(/C=C/C(=O)C23CC4CC(CC(C4)C2)C3)cc1CN1CCOCC1 | -4% | ? | 15% | ? | -11% | 0 | -13% | -14 | -7%
CC(NC(=O)c1cccc(C(F)(F)F)c1)C(c1ccccc1)N1CCOCC1 (stereo not given) | -2% | ? | 5% | -22% | i | -6 | -4% | 2 | 20%
O=C(Nc1c2c(nn1-c1ccc(F)cc1)CS(=O)C2)c1ccc(Br)o1 (stereo not given) | 5% | · | -3% | 11% | -9% | 18 | 1% | 5 | 18%
CN(C)c1ccc(C(=O)Nc2ccc(S(=O)(=O)NC3=NCCCCC3)cc2)cc1 | 8% | -16% | -12% | 0% | -7%[57.5 µM] | -21 | -24% | -9 | 14%
COc1ccc(NC(=O)COC(=O)c2ccc(-n3cnnn3)cc2)c([N+](=O)[O-])c1 | -4%[1.84 µM] | ? | 2% | 9% | -9% | -23 | 22% | -13 | -14%
CCCOc1ccc(CCc2n[nH]c(=S)n2Cc2ccccc2)cc1 | 5% | -4% | 1% | 8.9µM* | -12%[57.5 µM] | -55* | -2% | 0 | 21%
O=C1CSc2ccc(S(=O)(=O)NCc3ccccc3)cc2N1 | -6% | -14% | 4% | 12% | -9% | -11 | -4% | -5 | -3%
CCCCCCn1c(SCCOC)nc2c1c(=O)[nH]c(=O)n2C | -7% | -13% | -2% | 77%[activator] | -24% | -25 | 21% | -7 | -24%
Cc1nc2cc(-c3ccccc3)nn2c(C)c1CCC(=O)Nc1ccc(F)cc1F | · | -3% | 1% | 12% | -85%[inhibitor] | · | 10% | 9 | -1%
COc1cc(OC)cc(-c2c(C#Cc3ccsc3)c3cc(-c4cccc5[nH]ccc45)ccc3n2C)c1 | 9% | 1% | -9% | -12% | i | 0 | 9% | 7 | 15%
CCOc1ccccc1OCCCC(=O)N(CC)CC(=O)Nc1ccc(NC(C)=O)cc1 | 10% | -4% | -18% | 14% | -2% | -24 | 14% | 1 | 9%
CCCN(CCO)CCCc1ccccc1 | 7% | 15% | 1% | 1% | -13%[57.5 µM] | 52 | -5% | 4 | 10%
CCc1noc(C)c1C(=O)OCC(=O)c1ccc(NC(=O)CC(C)C)cc1 | 12% | -25% | 0% | -19% | i | 25 | 2% | 2 | -3%
Cc1cc(=O)[nH]c(N/N=C/c2ccc(-c3ccc([N+](=O)[O-])cc3)o2)n1 | -2% | -13% | 6% | 7% | -7% | -7 | 5% | -2 | -7%
N#CCCNc1ccc(OCCC#N)cc1 | 0% | 10% | -4% | 4% | i | -2 | 8% | -4 | -4%
O=C1SCCC1NS(=O)(=O)c1ccccc1[N+](=O)[O-] (stereo not given) | -7% | 0% | 9% | ? | -23% | 2 | -6% | 9 | -13%
COC(=O)c1sccc1N/N=C/c1cccc(OC)c1O | -9% | ? | -19% | ? | -21% | 29 | -3% | -2 | 5%
C[C@@H]1C=C(C(=O)NCc2nc3ccccc3[nH]2)O[C@H](OCc2ccc(CO)cc2)C1 | 3% | -21% | 6% | 7% | -46%[inhibitor] | 11 | -11% | 3 | 12%
CCc1ccccc1NC(=O)C1CCN(c2nn3c(=O)cc(C)nc3s2)CC1 | · | -4% | · | 5% | 7% | · | 5% | 3 | -13%
CC(C)c1nnc(NC(=O)CCC(=O)Nc2ccccc2)s1 | -2% | 5% | 10% | -3% | i | 0 | -21% | -1 | 16%
Cn1cccc1Cc1nnc(SCC(=O)N2CCc3ccccc32)n1CCc1ccccc1 | 0% | -17% | -1% | -16% | i | 0 | -13% | -1 | 11%
COc1cc(Cc2nc3ccc(S(=O)(=O)N4CCOCC4)cc3[nH]2)cc(OC)c1OC | 5% | 0% | 0% | 16% | -22% | -13 | -4% | 2 | 22%
O=C(O)c1nccnc1C(=O)Nc1ccc(Oc2c(Cl)cccc2Cl)nc1 | 1% | ? | -1% | 24% | i | 5 | 8% | -1 | 2%
CCn1ncc(C2=NOC(C(=O)Nc3ccccc3C(=O)OC)C2)c1C (stereo not given) | 11% | 18µM* | ? | 0% | ? | 16 | 0% | 8 | 17%
CCOC(=O)c1[nH]c2ccc(OCC)cc2c1CCCN1C(=O)c2ccccc2C1=O | -1% | 0% | -2% | 8% | -9% | 30 | -16% | 2 | 8%
COc1ccc(OC)c(Nc2nc(=O)c3cccnc3s2)c1 | 23% | ? | -2% | 10% | 16% | -10 | -18% | -4 | 30%
Cc1cc(O)c(-c2cc(O)c(C)cc2O)cc1O | ? | 17% | -9% | ? | -36%[inhibitor] | ? | ? | -17 | -2%
C(=C\c1ccco1)/C=N/n1cnnc1 | 1% | ? | -2% | 15% | i | -7 | 16% | 1 | 2%
OC1NC(=S)N(c2ccccc2)C1O (stereo not given) | 3% | 11% | -7% | 18% | i | 6 | -1% | -7 | 15%
COC(=O)c1c(C)nn(-c2ccccc2)c1-n1cccc1 | -4% | 3% | 9% | -2% | -3%[57.5 µM] | 8 | -19% | -1 | 9%
O=C(OCc1c(F)cccc1Cl)c1cccc(S(=O)(=O)N2CCOCC2)c1 | 13% | ? | 14% | ? | -23% | 30 | -9% | 2 | 18%
CCOC(=O)C1=C(c2ccccc2)Nc2ncnn2C1c1ccc(C(=O)O)cc1 (stereo not given) | 0% | 30% | -1% | 13% | i | 2 | 1% | 0 | 2%
Brc1ccc(C2=CC(c3ccco3)n3ncnc3N2)cc1 (stereo not given) | -17% | 12% | 10% | -24% | -15% | -23 | · | 1 | 13µM*
Cc1cc(=O)[nH]c2ccc(S(=O)(=O)N3CCOCC3)cc12 | 0% | -8% | -4% | 2% | 0% | 15 | -1% | 10 | 2%
CCn1c(CSCc2ccc(C)cc2)nnc1SCC(=O)NCc1ccccc1 | -4% | ? | 10% | ? | i | ? | -11% | -1 | 11%
C=CCn1c(SCC(=O)NC(C)(C)C)nnc1-c1ccccc1O | -1% | 7% | -14% | 0% | 1%[57.5 µM] | 18 | 2% | 17 | -10%
C#CCOCCOCCOCCNc1nc(N2CCN(C(=O)Cn3cc(CC(C)O)nn3)CC2)nc(N2CCN(C(=O)[C@H]([C@@H](C)CC)n3cc(CCCN=C(N)N)nn3)CC2)n1 (stereo not given in full) | 0% | 17% | -1% | 2% | -10% | -15 | 4% | -1 | 20%
O=C(NC1CCCc2ccccc21)c1cccnc1 (stereo not given) | 1% | -4% | -10% | -8% | i | -4 | 0% | -3 | -3%
O=C(Cn1c(=O)sc2ccccc21)Nc1nc2c(s1)CCCC2 | 9% | ? | 8% | -28% | i | 3 | 10% | -7 | ?
CCN(CC)c1ncnc2sc3c(c12)CCC3 | 3% | -11% | 1% | -14% | -27% | 55 | -18% | 21 | 7%
COc1ccc(CCNC(=O)C(=O)Nc2ccccc2F)cc1 | · | 0% | · | 4% | i | · | 1% | 4 | 1%
Cc1cc(F)ccc1NS(=O)(=O)c1ccc(-n2cccn2)cc1 | · | -20% | 0% | ? | -37%[inhibitor] | · | 0% | -2 | ?
CC(C)CC(NS(=O)(=O)c1cccc(C(=O)O)c1)C(=O)O (stereo not given) | 4% | ? | -3% | 2% | i | 19 | 3% | 3 | -18%
CC(C)c1ccc(OCc2ccc(C(=O)N3CCN(c4ccccn4)CC3)cc2)cc1 | -7% | ? | 0% | ? | -31%[inhibitor][57.5 µM] | 1 | -4% | 11 | -3%
O=C(O)C1CCN(Cc2cnn(-c3ccccc3)c2-n2cccc2)CC1 | 2% | 14% | -10% | -6% | -6% | -3 | -1% | 7 | -9%
O=C1CN(C(=O)COC(=O)COc2ccc3c(c2)CCC3)c2ccccc2N1 | 0% | ? | 4% | 2% | 17% | -22 | 14% | 0 | -12%

In another format: results already given.
SMILES	aSyn yeast inh	KB-V1 MDR tox	GLP1R ag	GLP-1R inv ag	PTHR1 ag	D3 antag	HEK293 tox	DRD3 agonist	TDP-43 yeast inh
Cc1cc(F)ccc1NS(=O)(=O)c1ccc(-n2cccn2)cc1	·	-20%	0%	?	-37%[inhibitor]	·	0%	-2	?
CC(C)CC(NS(=O)(=O)c1cccc(C(=O)O)c1)C(=O)O (stereo not given)	4%	?	-3%	2%	i	19	3%	3	-18%

Single values from the results shown.
Value for COc1ccc(CCNC(=O)C(=O)Nc2ccccc2F)cc1 under DRD3 agonist: 4
Value for CC(C)c1ccc(OCc2ccc(C(=O)N3CCN(c4ccccn4)CC3)cc2)cc1 under DRD3 agonist: 11
Value for O=C(Cn1c(=O)sc2ccccc21)Nc1nc2c(s1)CCCC2 under aSyn yeast inh: 9%
Value for CC(C)CC(NS(=O)(=O)c1cccc(C(=O)O)c1)C(=O)O (stereo not given) under TDP-43 yeast inh: -18%
